# Screens deposited in PubChem by National Center for Advancing Translational Sciences (NCATS).
# KDM4E inh: JMJD2E (human) inhibition. Potency, µM (series often up to 57.1 µM), for inactives: top-dose activity change, negative = inhibition, hits mostly inhibitors. JMJD2E catalytic domain, FDH-coupled NADH fluorescence (FDH is formaldehyde dehydrogenase). 1.6% of 230,000 active. B2RXH2; active = well fitted inhibition curve with a large enough effect, not every such curve was filed as active; inconclusive = small, poorly fitted or top-dose-only effect, or another doubt; inactive = no such curve, though single readings can be large or run the other way;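 note: 0% = wells with enzyme and -100% = buffer wells without enzyme; nearly all actives have a fitted effect of over 50% in size; many of its hits are not listed in these tables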
# Target sequence (B2RXH2 1-337 limits assumed): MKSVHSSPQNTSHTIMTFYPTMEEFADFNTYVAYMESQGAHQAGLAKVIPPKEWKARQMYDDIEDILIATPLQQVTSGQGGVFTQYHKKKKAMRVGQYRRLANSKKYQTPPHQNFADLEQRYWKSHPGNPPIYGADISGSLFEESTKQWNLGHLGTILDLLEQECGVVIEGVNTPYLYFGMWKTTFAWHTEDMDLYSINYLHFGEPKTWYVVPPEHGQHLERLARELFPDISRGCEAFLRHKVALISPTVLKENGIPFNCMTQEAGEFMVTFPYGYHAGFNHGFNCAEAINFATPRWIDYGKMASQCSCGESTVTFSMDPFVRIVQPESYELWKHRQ
# L3MBTL1 block: L3MBTL1 (human) inhibition; AlphaScreen L3MBTL1–H3K9me1 peptide binding; Potency, µM (titrated, usually from 57.1 µM), for the others: at the top dose activity, negative = inhibition, hits mostly inhibitors; 0.66% of 230,000 active; note: nearly all actives have a fitted effect of over 60% in size
#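 AlphaScreen assay: L3MBTL1 (50 nM final) was preincubated 30 min at room temperature with biotinylated H3(1-15)K9me1 peptide (75 nM final), then 30 min with library compounds; streptavidin donor and nickel chelate acceptor beads (10 ug/mL final) added, 30 min dark.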
# Tau fibril ThT: inhibitors of human tau fibril formation, thioflavin T binding | P10636 | recombinant tau K18 P301L, heparin-induced fibrillization, ThT fluorescence | Potency, µM (top dose mostly 57.4 µM), without a hit: at the top dose activity, negative = inhibition, actives largely listed as inhibitors | 2.1% of 270,000 active | AID 1460; note: nearly all actives have a fitted effect of over 55% in size
# Target sequence (P10636 561-689 P618L limits assumed): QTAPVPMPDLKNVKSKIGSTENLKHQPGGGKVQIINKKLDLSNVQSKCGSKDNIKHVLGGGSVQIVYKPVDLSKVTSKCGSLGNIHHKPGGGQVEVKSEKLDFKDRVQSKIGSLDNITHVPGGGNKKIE
#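 Fibril formation assay: tau K18 P301L at 15 uM with trace Alexa 594 label, heparin inducer 20 uM, pH 7 sodium acetate buffer, 37 C for 6 hr; endpoint ThT signal.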
# RECQ1 helicase: blocks DNA unwinding by human RECQ1; 0.54% of 240,000 active; RECQ1 DNA unwinding, red fluorescence kinetic read; AID 2549; Potency, µM (titrated, usually from 57.3 µM), inactives show at the highest dose activity, negative = inhibition, most hits filed as inhibitors; P46063;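 note: plate controls were vehicle for no effect and no enzyme for full effect; nearly all actives have a fitted effect of over 30% in size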
# Target sequence (P46063 whole entry, looked up): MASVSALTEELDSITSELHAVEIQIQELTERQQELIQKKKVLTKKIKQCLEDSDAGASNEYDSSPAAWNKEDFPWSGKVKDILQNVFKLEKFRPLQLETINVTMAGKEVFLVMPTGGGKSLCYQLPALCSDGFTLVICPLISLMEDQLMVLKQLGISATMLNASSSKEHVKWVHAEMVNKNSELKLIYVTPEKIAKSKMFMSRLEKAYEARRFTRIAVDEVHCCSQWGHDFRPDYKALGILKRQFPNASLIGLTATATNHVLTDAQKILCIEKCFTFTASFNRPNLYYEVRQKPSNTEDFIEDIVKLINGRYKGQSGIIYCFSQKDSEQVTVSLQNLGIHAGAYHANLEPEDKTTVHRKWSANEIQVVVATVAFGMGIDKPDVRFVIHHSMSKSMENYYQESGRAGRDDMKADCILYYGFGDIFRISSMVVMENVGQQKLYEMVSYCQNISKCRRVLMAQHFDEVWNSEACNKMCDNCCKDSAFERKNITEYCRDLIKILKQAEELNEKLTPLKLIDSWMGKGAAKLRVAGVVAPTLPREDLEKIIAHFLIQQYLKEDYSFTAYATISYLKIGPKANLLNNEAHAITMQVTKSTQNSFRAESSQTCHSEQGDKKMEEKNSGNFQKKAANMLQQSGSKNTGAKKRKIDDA
#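 50 nM RECQ1T1 preincubated 15 min with compound in Tris pH 8.0 buffer with MgCl2, DTT, Tween-20 and 2.5 ug/ml poly(dI-dC); started with 200 nM TAMRA/BHQ-2 forked duplex and 2 mM ATP. Unwinding read as fluorescence (525/598 nm), two reads 2 h apart.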
# TR SRC2 fluor cs: alters Texas Red total fluorescence, flagging assay interference; TRb/SRC2 Texas Red total fluorescence interference; Potency, µM (top dose mostly 106 µM), for the others: at the highest dose fluorescence change, negative = quenching; 0.29% of 280,000 active; active = well fitted curve in either direction with a large enough effect; inconclusive = small, poorly fitted or top-dose-only effect
#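 Human TRb ligand-binding domain at 0.6 uM with 20 nM Texas Red SRC2 peptide in Tris buffer containing 1 uM T3 and 5% DMSO, incubated with compound 5 h at ambient temperature. Total fluorescence (555/632 nm) calculated as parallel + 2 × perpendicular.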
# Tau fibril FP: blocks human tau fibril formation measured by polarization. Potency, µM (titrated, usually from 57.7 µM), for the others: top-dose activity, negative = inhibition, hits mostly inhibitors. AID 1468. 0.39% of 280,000 active. P10636. K18 P301L tau heparin fibrillization, Alexa594 FP, 6 h; note: nearly all actives have a fitted effect of over 55% in size
#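 FP of Alexa 594-tau after heparin (20 uM) induction. Substrate: human K18 P301L, 15 uM unlabeled, 0.24 uM labeled. Buffer 100 mM sodium acetate pH 7. 6 hr, 37 C.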
# TRb SRC2 PPI: disrupts binding of human TR beta to SRC2; P10828; TRbeta-SRC2 peptide binding, fluorescence polarization; receptor liganded with 1 µM T3; Potency, µM (titrated, usually from 106 µM), inactives show at the highest dose activity change, negative = inhibition, most hits filed as inhibitors; 0.065% of 280,000 active;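 note: plate controls were bound peptide for no effect and peptide without receptor for full effect; nearly all actives have a fitted effect of over 50% in size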
#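 Assay buffer: 20 mM Tris-HCl, 100 mM NaCl, 10% glycerol, 1 mM EDTA, 0.01% NP-40, 1 mM DTT, 1 uM T3, 5% DMSO; TRb LBD 0.6 uM, Texas Red SRC2 20 nM; FP after 5 hr.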
# GoLoco inh red: RGS12 GoLoco-Gai1 interaction inhibition | P63096 | Gai1:RGS12 GoLoco peptide FP, rhodamine, 10 min | Potency, µM (doses to about 61.6 µM), for the others: at the top dose activity, negative = inhibition, actives largely listed as inhibitors | 0.44% of 230,000 active | AID 880; active = well fitted inhibition curve with a large enough effect, not every such curve was filed as active; inactive = no such curve, though single readings can be large or run the other way; note: nearly all actives have a fitted effect of over 30% in size; many of its hits are not listed in these tables
# Numbers without * were called inactive; i = inactive; ? = inconclusive; · = not tested or not shown; [ ] = another dose, or the depositor's remark. Unless noted, calls come from the whole dose curve; as a rule, active = well fitted curve in the direction sought with a large enough effect; inconclusive = small, poorly fitted or top-dose-only effect, or another doubt; inactive = no such curve, though single readings can be large; an effect the other way counts as inactive or inconclusive. Unless noted, % is set by controls: 0 for no effect and ±100 for the full control effect; potency is the fitted concentration of half-maximal effect. The list is partial; the hit share may differ from the screen's.
SMILES,KDM4E inh,L3MBTL1 block,Tau fibril ThT,RECQ1 helicase,TR SRC2 fluor cs,Tau fibril FP,TRb SRC2 PPI,GoLoco inh red
CCN(CC)C(=O)CSc1ncnc2sc(-c3ccccc3)cc12,?,·,?,i,-3.3%,0.5%,-8.6%,-0.3%
C=CCn1c(SCC(=O)Nc2ccccc2)nc2scc(-c3cccs3)c2c1=O,-10.2%,·,-13.1%,12.2%,-2.6%,-8.2%,-3.7%,1.2%
Cc1ccc(S(=O)(=O)NC(=O)Nc2ccccc2)cc1,1.1%,9.7%,-3.5%,-23.6%,-2.5%,8.7%,6.6%,18.1%
O=c1[nH]c(=O)n(Cc2ccco2)c2c1C(C(F)(F)F)(C(F)(F)F)N=C(CCc1ccccc1)N2,·,3.2%,0.6%,i,-12.6%,-1.7%,4.8%,1.1%
Cc1ccc(N2CC(C(=O)Nc3ccc(S(=O)(=O)Nc4nccs4)cc3)CC2=O)cc1 (stereo unspecified),0.9%,·,-3.9%,-1.1%,-7.1%,2.5%,1.7%,3.6%
CC(C)n1cnc2c(NCc3ccc(S(N)(=O)=O)cc3)nc(NCc3ccc(S(N)(=O)=O)cc3)nc21,?,·,?,i,-2.8%,5.9%,-4.6%,-1.5%
Cc1nnc(C)n1/N=C/c1cccn1C,3.0%,18.0%[11.4 µM],3.9%,i,0.4%,1.0%,2.8%,3.9%
O=C(O)C1=C[C@H](c2csc3ccccc23)C[C@H](OCCCCO)O1,?,39.8%[activator],-13.1%,4.0%,-3.6%,-3.2%,-2.9%,11.8%
CCCCc1ccc(NC(=S)Nc2cccnc2)cc1,-3.6%,1.4%,-3.4%,-1.6%,3.4%,-5.7%,-1.3%,4.0%
Cc1ccc(NC(=O)OCc2cn(-c3ccc(Cl)cc3)nn2)cc1,9.3%,-1.7%,-9.5%,i,2.0%,-7.8%,-4.2%,-13.1%
O=C(CSc1ncnc2ccccc12)Nc1ccc2c(c1)OCO2,-7.4%,6.5%,?,-0.8%,-0.9%,-6.4%,9.1%,-5.1%
CCOc1ccc(C(=O)N2CCc3cc(OC)c(OC)cc3C2)cc1OCC,-3.3%,-3.7%,?,-5.9%,-2.3%,-0.3%,-1.0%,-4.0%
CCC1CN(C(=O)N2CCC(C(=O)NCCN(CC)CC)CC2)c2ccccc2O1 (stereo unspecified),·,·,-16.4%,·,?,-0.2%,2.2%,·
CCNc1nc(CC)nc2c1oc1ccccc12,?,-1.4%,-5.4%,-7.5%,-5.0%,5.2%,-5.2%,4.7%
c1ccc(CN=C2NN=C(c3cc4ccccc4o3)CS2)cc1,-18.6%,-19.6%,?,i,-3.0%,-3.4%,0.1%,15.9%
c1ccc(N2CCN(c3nnc(Cc4cccnc4)c4ccccc34)CC2)nc1,-3.8%,-11.3%,-2.9%,-2.2%,0.4%,-2.3%,4.7%,7.8%
O=C(Cc1ccc(Cl)cc1)Nc1cccc(-c2nnc(-c3ccco3)o2)c1,-0.5%,-6.2%,-6.4%,-3.8%,-5.7%,-12.8%,12.7%,38.4%[activator]
CC1SCC(=O)N(CC(=O)Nc2ccc3c(c2)OCO3)C1=O (stereo unspecified),8.4%,-7.8%,-2.2%,i,1.1%,4.3%,-7.7%,4.6%
CC1=C(C)C(OCCCl)N(c2cc(O)c(Cl)cc2F)C1=O (stereo unspecified),-1.5%,3.0%,-11.6%,-1.7%,-1.1%,0.2%,4.2%,-9.1%
CN(C(=O)CSc1nc2ccc(Br)cc2c(=O)n1Cc1ccco1)C1CCS(=O)(=O)C1 (stereo unspecified),6.1%,-1.0%,-1.9%,-12.5%,-2.3%,7.3%,2.9%,5.2%
COc1cccc(-c2coc3ccc(Br)cc3c2=O)c1,-6.5%,·,?,i,-1.5%,6.9%,2.2%,2.5%
COc1ccccc1-c1nn2c(=O)cc(CN3CCN(C(=O)Nc4ccc(C)cc4Cl)CC3)nc2s1,·,·,-14.1%,·,-1.1%,1.4%,-7.9%,·
CCOCCCNC(=O)C(c1ccc(Cl)cc1)N(Cc1cccs1)C(=O)CNC(C)=O (stereo unspecified),10.4%,10.5%,-6.5%,-0.3%,-6.6%,2.7%,8.2%,-8.3%
CN(C1CCCCC1)S(=O)(=O)c1cccc(C#N)c1,2.2%,10.8%,12.1%,-4.0%,-0.5%,0.1%,-2.5%,6.0%
O=C(O)Cc1coc(-c2ccc(F)cc2)n1,7.6%,·,-10.6%,-2.2%,-2.9%,2.1%,-2.6%,8.9%

# Some of these compounds in order of molar mass, lowest first:
SMILES,KDM4E inh,L3MBTL1 block,Tau fibril ThT,RECQ1 helicase,TR SRC2 fluor cs,Tau fibril FP,TRb SRC2 PPI,GoLoco inh red
O=C(Cc1ccc(Cl)cc1)Nc1cccc(-c2nnc(-c3ccco3)o2)c1,-0.5%,-6.2%,-6.4%,-3.8%,-5.7%,-12.8%,12.7%,38.4%[activator]
C=CCn1c(SCC(=O)Nc2ccccc2)nc2scc(-c3cccs3)c2c1=O,-10.2%,·,-13.1%,12.2%,-2.6%,-8.2%,-3.7%,1.2%
COc1ccccc1-c1nn2c(=O)cc(CN3CCN(C(=O)Nc4ccc(C)cc4Cl)CC3)nc2s1,·,·,-14.1%,·,-1.1%,1.4%,-7.9%,·

# (further entries)
SMILES,KDM4E inh,L3MBTL1 block,Tau fibril ThT,RECQ1 helicase,TR SRC2 fluor cs,Tau fibril FP,TRb SRC2 PPI,GoLoco inh red
Cc1nc(N2CCN(C)CC2)c2sc(=S)n(C)c2n1,-4.8%,·,-5.5%,-10.3%,-2.3%,-1.0%,-3.3%,1.8%
COCCn1nnnc1C(c1cccc(OC)c1OC)N1CCN(C2CCCCC2)CC1 (stereo unspecified),-6.1%,2.4%,4.8%,-6.3%,0.2%,5.3%,1.8%,2.7%
Cc1ccc(C)c(/C=C/C(=O)c2ccccc(=O)c2O)c1,22.4µM*,1.4%,22.4µM*,-12.0%,-1.3%,?,-3.2%,13.5%
CSC1=NC(C)(C)C=C(/C=C/c2c(Cl)cccc2Cl)N1,5.0%,17.8%,?,-4.4%,-3.5%,-7.3%,1.9%,10.7%
OCCN1CCN(C(=S)NCCc2ccccc2)CC1,10.1%,-6.6%,-6.0%,-0.8%,-4.3%,-4.7%,1.1%,2.3%
c1ccc(OCc2nn3c(Cn4nnc5ccccc54)nnc3s2)cc1,-29.5%,-8.0%[11.4 µM],-9.6%,-9.8%,-4.8%,1.4%,-3.0%,-5.3%
CC(=O)Nc1ccc(S(=O)(=O)N2CCN(C34CC5CC(CC(C5)C3)C4)CC2)cc1,3.6%,1.0%,-1.8%,-3.2%,1.2%,0.1%,9.3%,5.9%
N#Cc1cc2c(nc1SCC(=O)Nc1sc3c(c1C#N)CCC3)CCC2,-5.7%,1.5%,?,-21.6%,-4.0%,0.9%,-7.8%,19.2%
COC(=O)c1c(-c2cccc3ccccc23)csc1NC(=O)Cc1ccc(OC)c(OC)c1,?,·,-9.2%,-16.3%,-3.0%,-5.4%,-2.1%,1.0%
Cc1oc(-c2ccccc2)cc1C(=O)Nc1cccc(C(=O)O)c1,1.2%,-14.3%,-1.9%,-10.2%,-2.4%,-1.9%,-13.6%,17.8%
CC(/C=N\N1CCN(Cc2ccc(C)cc2)CC1)=C\c1ccccc1,-6.4%,-1.5%,1.2%,-3.8%,-48.1%,-7.0%,2.8%,-3.7%
O=C(c1ccc(F)cc1)c1ccc(CN2C(=O)c3ccccc3C2=O)o1,-1.9%,-1.9%,-10.2%,23.6%,-3.1%,-1.5%,-8.7%,15.5%
CCCN(CCC)CC(O)Cn1cc(/C=C/C(=O)c2ccc(OC)cc2)c2ccccc21 (stereo unspecified),·,·,?,·,-4.3%,-1.4%,11.1%,·
O=C(N/C(=C/c1cccnc1)C(=O)N1CCOCC1)c1ccccc1Br,-0.7%,7.0%,1.9%,-1.6%,0.3%,0.7%,4.7%,7.3%
Cc1ccc(Nc2cc(C)nc(NCc3ccccc3)n2)cc1,?,-7.6%,?,-10.4%,-1.8%,5.5%,1.4%,3.4%
Cc1ccc(NC(=O)CSc2nc3n[nH]c(C)c3c(=N)n2-c2cccc(C)c2)cc1,·,·,2.5%,·,-1.0%,?,1.7%,·
c1ccc2c(c1)nc(Nc1ccc3c(c1)OCO3)c1nnnn12,?,-4.9%,?,0.5%,-3.6%,16.4%,-2.2%,18.2%
CCOC(=O)CN1CC23C=CC(O2)C(C(=O)NCCc2ccccc2)C3C1=O (stereo unspecified),-1.2%,·,-12.8%,-14.0%,1.5%,7.8%,-7.8%,4.7%
O=C(c1ccco1)N1CCN(C(=O)C2CCN(S(=O)(=O)Cc3ccccc3)CC2)CC1,2.5%,-1.7%,3.5%,-7.6%,2.0%,-0.6%,-0.9%,8.4%
CCOC(=O)CN(c1cccc(C(C)=O)c1)S(C)(=O)=O,7.3%,·,-6.3%,-3.0%,-2.0%,3.2%,-11.8%,0.6%
CC(C/C=N/NC(=O)COc1cc(Cl)ccc1Cl)c1ccccc1 (stereo unspecified),-9.8%,-3.4%,-15.1%,-6.3%,-2.7%,-3.0%,-6.4%,3.3%
CCOc1ccc2nc(SCC(=O)Nc3nonc3C)[nH]c2c1,-15.1%,-2.9%,-20.8%,19.5%,-4.7%,7.8%,0.9%,10.9%
C=CCn1cc(/C=N\NC(=O)c2cc3c(ccc4ccccc43)o2)c2ccccc21,?,15.4%,?,-4.7%,-3.1%,-2.1%,3.9%,1.2%
O=C(CCc1ccc(S(=O)(=O)N2CCOCC2)cc1)N/N=C/c1cccc(O)c1,6.7%,1.6%,1.3%,-3.6%,-1.0%,-2.7%,0.0%,7.6%
Cc1cccc(C)c1NC(=O)C1CCCN1S(=O)(=O)c1cccc2nsnc12 (stereo unspecified),·,·,-2.1%,·,2.0%,-1.1%,-5.0%,·
Cc1cccc2nc(-c3ccccc3)nc(N3CCC(O)(c4ccc(Cl)cc4)CC3)c12,?,7.2%,2.0%,-12.3%,1.6%,?,7.0%,2.7%
CCOC(=O)/C(C#N)=C/c1cc2ccccc2nc1N1CCOCC1,2.8%,15.4%,-7.7%,-3.8%,-0.6%,3.4%,3.0%,-6.1%
O=C(Oc1ccc2c(c1)O/C(=C\c1ccncc1)C2=O)c1ccccc1,-3.4%,2.8%,4.1%,-10.4%,-42.1%,6.4%,0.9%,17.9%
